# zfTRPN1 agonist – agonists of zebrafish TRPN1 channel. HEK293 zebrafish TRPN1-YFP, Fluo-8 calcium fluorescence; 100% = response to 87 µM carbachol. activation, % at 3 µM. 0.18% of 220,000 active;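 active = activation above its plate's cutoff, the mean activation of test wells on that plate plus 3 SD, cut at about 19% in these data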;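 note: 0% = DMSO alone and 100% = 87 µM carbachol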
#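 Material: zebrafish TRPN1-YFP in HEK293 cells. Doses: one dose of 3 µM, 0.3% DMSO. Incubation: dye 1 h 37 °C plus 30 min RT. Measured by: intracellular calcium fluorescence with Fluo-8.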
# TRPML3 agonist – activates the human TRPML3 channel; Q8TDD5; HEK293 TRPML3-YFP, Fluo-8 calcium fluorescence; 100% = the carbachol control signal; activation, % at 3 µM; 0.29% of 220,000 active;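 active = activation above its plate's cutoff, the mean activation of the plate's test wells plus 3 SD, cut at about 12% in these data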;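 note: 0% = DMSO only wells and 100% = carbachol wells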
# Target sequence (Q8TDD5 whole entry, looked up): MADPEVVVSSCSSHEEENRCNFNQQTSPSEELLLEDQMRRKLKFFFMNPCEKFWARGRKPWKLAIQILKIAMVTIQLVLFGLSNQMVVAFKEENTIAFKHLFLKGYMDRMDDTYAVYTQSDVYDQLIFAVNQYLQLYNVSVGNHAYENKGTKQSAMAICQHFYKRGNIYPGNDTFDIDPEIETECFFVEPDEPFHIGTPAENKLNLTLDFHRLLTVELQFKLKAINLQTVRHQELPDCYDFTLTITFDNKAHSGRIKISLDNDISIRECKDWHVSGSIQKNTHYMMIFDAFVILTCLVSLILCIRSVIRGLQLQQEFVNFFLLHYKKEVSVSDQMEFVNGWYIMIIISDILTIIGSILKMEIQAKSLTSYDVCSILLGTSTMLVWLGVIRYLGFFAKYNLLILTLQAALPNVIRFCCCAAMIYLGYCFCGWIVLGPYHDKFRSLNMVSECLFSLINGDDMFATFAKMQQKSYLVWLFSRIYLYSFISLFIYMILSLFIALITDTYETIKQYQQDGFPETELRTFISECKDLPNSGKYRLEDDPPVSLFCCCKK
#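 Test system: HEK293 cells stably carrying human TRPML3-YFP; Doses: single dose, 3 µM final nominal compound, 0.3% DMSO final; Schedule: dye loading 1 h 37 °C then 30 min ambient, 125 s read; Technique: Fluo-8 calcium fluorescence; Benchmarks: high control carbachol 87 µM, low control DMSO.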
# Runt-SMMHC FRET – inhibitors of human RUNX1 Runt domain binding to CBFb-SMMHC | Q01196+Q13951 | Cerulean-Runt/Venus-CBFb-SMMHC FRET ratio 530/480, 1 h | inhibition, % at 20 µM | 0.74% of 220,000 active;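 active = mean inhibition across duplicate retests at 20 µM reaching about 50%, limit read from the data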;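 note: 0% = DMSO wells and 100% = wells with excess untagged CBFb-SMMHC; inhibitors lower the FRET ratio by blocking Runt binding to CBFb-SMMHC; some results filed as inactive read as strong as hits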
# CHOP inhibitor – blocks CHOP induction under ER stress | CHO-K1 CHOP-promoter luciferase, tunicamycin-induced, 15-18 h | inhibition, % at 10 µM | AID 2732 | 3.8% of 220,000 active;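 active = compounds that reduced the stress-induced luciferase reporter signal by more than about 70% of percent inhibition, limit read from the data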;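 note: 0% = tunicamycin plus vehicle and 100% = wells without tunicamycin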
# Mdm2 ligase inh – Mdm2 E3 ligase (human) inhibition; cell-based MDM2 ubiquitination luciferase reporter, 2 h; 0 = plate control, 100 = twice control, blank-subtracted; signal enhancement, % at 5 µM; 0.11% of 210,000 active; AID 1230;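 active = signal enhancement of 30% or more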;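 note: luminescence tracks abundance of the self-degrading MDM2-luciferase fusion protein; higher signal means inhibition of MDM2 E3 ligase activity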
# Target sequence (Q00987 whole entry, looked up, the tested form may be a part): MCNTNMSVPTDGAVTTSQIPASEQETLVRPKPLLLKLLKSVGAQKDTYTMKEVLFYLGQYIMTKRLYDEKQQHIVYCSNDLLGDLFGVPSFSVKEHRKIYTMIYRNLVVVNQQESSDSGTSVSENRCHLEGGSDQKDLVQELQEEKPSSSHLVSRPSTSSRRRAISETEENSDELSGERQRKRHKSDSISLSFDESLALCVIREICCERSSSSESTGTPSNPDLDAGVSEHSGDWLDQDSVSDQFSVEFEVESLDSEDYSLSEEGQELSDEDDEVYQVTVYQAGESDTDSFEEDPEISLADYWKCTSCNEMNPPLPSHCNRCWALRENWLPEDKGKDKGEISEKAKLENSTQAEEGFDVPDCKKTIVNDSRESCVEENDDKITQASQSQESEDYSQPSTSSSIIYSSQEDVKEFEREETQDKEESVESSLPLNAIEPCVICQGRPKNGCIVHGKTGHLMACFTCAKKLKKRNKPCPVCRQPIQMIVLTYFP
#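 Assay system: stable mammalian line carrying autodegrading MDM2–luciferase fusion reporter; amount: 2000 cells seeded into each well; buffer or medium: DMEM; benchmarks: plate control and blank wells; signal: luciferase luminescence; timing: 2 h compound exposure at 37 °C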
# TNF necrop inh – blocks TNF-alpha induced death of Jurkat FADD-/- cells. Jurkat FADD-/- TNF necroptosis rescue, ATP luminescence, 24 h; 0 = TNF only, 100 = no-TNF cells. activation (protection from cell death), % at 10 µM. 0.068% of 220,000 active. AID 463075;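 active = activation, meaning protection from cell death, of at least 50% relative to plate controls; inactive = activation below 50%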;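 note: necroptosis triggered by 40 ng/mL TNF-alpha added together with compound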
# PPC-1+TRAIL kill – PPC-1 cancer cell killing with TRAIL present; PPC-1 cells + TRAIL, ATPLite viability luminescence; cell killing (% activity), % at 4 µM; 0.41% of 220,000 active; AID 1443;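 active = cell killing above 50% in the first pass at 4 µM, then a duplicate retest at 5 µM averaging 50% or more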;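 note: plate controls were cells with TRAIL plus DMSO for no effect and medium-only wells lacking cells for full effect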
# p47phox inh – p47phox (human) inhibition; p47phox/p22phox peptide binding, fluorescence polarization, 2 h; inhibition, % at 24.7 µM; 0.53% of 220,000 active; AID 1274;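 active = inhibition above about 30%, limit read from the data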;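 note: 0% = p47phox with labelled peptide and 100% = labelled peptide alone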
# EBV gp42 inh – inhibitors of Epstein-Barr virus glycoprotein 42. Q1HVG2. Fluorescence polarization binding assay, mP read-out. inhibition, % (tested at 21.74 µM). 0.42% of 220,000 active; in the data active = inhibition above about 50%
# * = called active by the depositor; · = not tested or not shown; + = active, no number.
SMILES,zfTRPN1 agonist,TRPML3 agonist,Runt-SMMHC FRET,CHOP inhibitor,Mdm2 ligase inh,TNF necrop inh,PPC-1+TRAIL kill,p47phox inh,EBV gp42 inh
Cn1c(=O)[nH]c(=O)c2c1nc1n2CCCN1Cc1ccccc1,-1.3,0.6,1,15,·,-2.7,13,-23,-9
O=C(NC1CCCCC1)N(Cc1cc2cc3c(cc2[nH]c1=O)OCCO3)C1CCCCC1,-0.2,0.5,-5,32,-10,-4.7,10,-6,-19
CCCCNC(=O)C1CCN(c2nc(C)cc(C)n2)CC1,1.2,0.3,2,4,-6,-0.1,19,-7,0
CN1C(=O)c2ccccc2N(C)C1c1ccc2c(c1)OCO2 (centres undefined),0.7,0.8,25,24,-6,-3.7,12,-5,-1
O=C(/C=C/c1cccs1)NCc1cccnc1,0.5,0.8,1,-3,-4,2.1,28,12,-7
COc1ccc(C2N(S(=O)(=O)c3ccc(C)cc3)CCN2S(=O)(=O)c2ccc(C)cc2)cc1,-0.5,0.5,0,-4,-7,-0.2,-2,-9,-14
Cc1ccc(NC(=S)Nc2cc(C(=O)O)ccc2N2CC3CC(C2)c2cccc(=O)n2C3)cc1C (centres undefined),0.2,0.5,2,2,-17,-4.8,15,3,3
O=C(CCc1c[nH]c2ccccc12)N/N=C/c1ccc2c(c1)OCO2,-0.5,0.5,3,51,-4,1.1,-9,-15,-6
CCc1nnc(NC(=O)c2n[nH]c(=O)c3ccccc23)s1,3.0,0.5,3,39,·,0.0,4,-10,-13
Cc1cc(=O)n2c(C)n[nH]c2n1,0.6,1.2,-4,30,8,-1.4,2,-10,0
O=C1CCC(C(=O)Nc2ccccc2)N1 (centres undefined),0.0,1.2,1,13,·,-1.3,2,-2,-13
COc1ccc(NC(=S)N(CCCN2CCCC2)Cc2cccn2Cc2ccc(Cl)cc2)cc1Cl,2.9,2.8,4,-21,-23,-12,13,43*,12
Cc1ccc(C(=O)NC(=S)NNC(=O)c2ccccc2[N+](=O)[O-])cc1,-0.3,0.0,19,-14,-2,-1.2,4,3,-21
CCN1CCN(Cc2ccccc2NC(=O)Nc2ccc(C)cc2)CC1,-0.2,1.0,-2,10,9,1.9,29,-16,-12
O=C(CCCCCn1c(=S)[nH]c2ccc(N3CCOCC3)cc2c1=O)NCc1ccc2c(c1)OCO2,0.4,0.1,-40,-6,-8,1.1,-2,16,13

# 9 successive compounds already listed:
SMILES,zfTRPN1 agonist,TRPML3 agonist,Runt-SMMHC FRET,CHOP inhibitor,Mdm2 ligase inh,TNF necrop inh,PPC-1+TRAIL kill,p47phox inh,EBV gp42 inh
Cc1ccc(NC(=S)Nc2cc(C(=O)O)ccc2N2CC3CC(C2)c2cccc(=O)n2C3)cc1C (centres undefined),0.2,0.5,2,2,-17,-4.8,15,3,3
O=C(CCc1c[nH]c2ccccc12)N/N=C/c1ccc2c(c1)OCO2,-0.5,0.5,3,51,-4,1.1,-9,-15,-6
CCc1nnc(NC(=O)c2n[nH]c(=O)c3ccccc23)s1,3.0,0.5,3,39,·,0.0,4,-10,-13
Cc1cc(=O)n2c(C)n[nH]c2n1,0.6,1.2,-4,30,8,-1.4,2,-10,0
O=C1CCC(C(=O)Nc2ccccc2)N1 (centres undefined),0.0,1.2,1,13,·,-1.3,2,-2,-13
COc1ccc(NC(=S)N(CCCN2CCCC2)Cc2cccn2Cc2ccc(Cl)cc2)cc1Cl,2.9,2.8,4,-21,-23,-12,13,43*,12
Cc1ccc(C(=O)NC(=S)NNC(=O)c2ccccc2[N+](=O)[O-])cc1,-0.3,0.0,19,-14,-2,-1.2,4,3,-21
CCN1CCN(Cc2ccccc2NC(=O)Nc2ccc(C)cc2)CC1,-0.2,1.0,-2,10,9,1.9,29,-16,-12
O=C(CCCCCn1c(=S)[nH]c2ccc(N3CCOCC3)cc2c1=O)NCc1ccc2c(c1)OCO2,0.4,0.1,-40,-6,-8,1.1,-2,16,13

# Further records
SMILES,zfTRPN1 agonist,TRPML3 agonist,Runt-SMMHC FRET,CHOP inhibitor,Mdm2 ligase inh,TNF necrop inh,PPC-1+TRAIL kill,p47phox inh,EBV gp42 inh
CCOC(=O)c1ccc(NC(=S)NC2CC(C)(C)NC(C)(C)C2)cc1,-0.3,0.4,-5,4,-9,-4.8,27,-13,-18
N#C/C(=N\Nc1ccccc1F)c1nc(-c2ccccc2)cs1,0.9,0.8,-7,7,-12,-0.3,·,-5,-7
COC(=O)C1CCN(C(=O)COC(=O)CCc2nc3ccccc3c(=O)[nH]2)CC1,-0.3,1.0,1,-9,-7,1.5,8,-1,-12
COc1cc(C(=O)NCC(=O)N/N=C/c2cccc(OC(=O)c3ccco3)c2)cc(OC)c1OC,-0.5,0.3,0,11,-14,-2.9,-1,0,0
CN(C)c1ccc(/C(=N\O)c2ccccc2)cc1,-1.1,-0.3,-7,32,-12,-1.4,15,-2,-5
COc1ccc(S(=O)(=O)NCC2CCC(C(=O)NCc3cccnc3)CC2)cc1 (centres undefined),-1.2,0.7,-2,10,-26,1.8,3,-1,3
N#Cc1c(-c2ccccc2)nc2n(c1=O)CCS2,0.3,0.3,1,4,-9,-0.5,15,-45,-12
CCOCCCNC(=S)NCCNc1nc2ccc(C)cc2cc1C#N,-1.8,0.1,111*,45,-13,-1.1,8,-9,8
CCOCCCNC(=O)C(NC(=O)c1ccccc1O)c1ccc(Cl)cc1 (centres undefined),1.8,1.9,1,41,-11,2.5,-4,-5,1
Cc1ccc2cn[nH]c2c1NC(N)=S,0.4,0.7,2,-1,-31,-0.9,3,-5,-7
COc1cccc(N(CC(=O)NCCSc2ccc(Cl)cc2)S(C)(=O)=O)c1,-1.9,-0.2,4,42,-12,0.6,-4,-12,-6
Cc1ccc(CN(C(=O)Cn2nnc3ccccc32)C(C(=O)NCc2ccco2)c2ccc(C)o2)cc1 (centres undefined),-0.1,-1.1,4,6,-2,-2.4,3,-3,1
O=C(N/C(=C\c1cccs1)C(=O)N1CCOCC1)c1cccs1,0.3,0.5,-1,2,2,0.1,35,-6,-19
Nn1c(SCC(=O)N2CCCc3ccccc32)nnc1-c1ccccc1,0.2,0.0,-2,21,-25,-0.2,8,-10,-7
O=C(NCC1CCCO1)c1cccc(F)c1 (centres undefined),0.9,0.3,2,-12,-21,-1.3,7,7,-9
COc1ccc(Cc2nnc(NC(=O)c3ccc(Cl)c([N+](=O)[O-])c3)s2)cc1,0.1,0.5,-1,63,0,-5.0,14,-7,-19
COc1cccc(NC(=O)C(c2ccccc2)N2CCNC(=O)C2)c1 (centres undefined),-1.5,1.1,1,0,9,0.0,-3,-14,-12
CCC1CCC2(CC1)NNC(=S)NN2,-0.1,0.7,8,4,6,-0.1,27,-6,-6
CCCCCOc1ccc(Br)cc1/C(C)=N/NC1=NCCN1,-1.2,0.1,3,·,-3,-17,22,0,-20
C=CCc1cc(Cl)ccc1OCCOCCNCCOC,1.5,1.1,2,26,3,3.1,22,-3,-1
CNc1cc(F)nc(F)n1,0.3,1.0,36,29,-4,0.3,11,-9,-4
CNC(=O)/C(C#N)=C1\SC(Cc2ccc(F)cc2)C(=O)N1c1ccccc1C (centres undefined),3.1,0.6,-3,14,-16,0.7,4,-3,-7
CN(C)c1ccc(/C=N\NC(=S)SCN2C(=O)C3CCC(C)(C2=O)C3(C)C)cc1 (centres undefined),0.1,16*,-7,10,·,1.2,26,-63,-48
O=C1c2ccc(Oc3ccc4c(c3)C(=O)N(CCCCO)C4=O)cc2C(=O)N1CCCCO,7.0,3.1,-3,57,1,-1.1,15,-18,-12
Cc1cc(C)n2[nH]c(=O)c(N=Nc3cccc(Cl)c3)c2n1,0.4,0.1,-1,31,3,-1.3,17,-19,-14
N#Cc1cccc(NC(=O)COC(=O)CCc2nc3ccccc3c(=O)[nH]2)c1,1.5,1.0,-2,2,-7,-0.9,9,-9,6
Cc1ccc(/C=C2\Oc3c(ccc(O)c3CN3CCN(CCO)CC3)C2=O)cc1,0.2,0.9,90*,-10,-10,1.5,3,0,-2
CC(=O)C1=C(C)NC(SCc2ccc(C#N)cc2)=C(C#N)C1c1ccco1 (centres undefined),-0.8,0.0,2,-21,-5,1.6,8,1,-17
COc1ccc(-c2cc(C(=O)N3CCOCC3)c3cc(C)ccc3n2)cc1,0.9,0.9,2,-7,-6,-2.2,21,-5,-5
COc1ccc(NC(=O)c2ccc(COc3ccccc3)o2)cc1,0.5,-0.8,2,9,5,-1.2,20,-3,-20
O=C(COC(=O)c1ccccc1Br)NCCN1C(=O)CSC1=O,0.2,-0.1,-7,-9,-7,0.6,13,-16,-8
Nc1nonc1C(=Nc1ccccc1)NO,-0.2,-0.5,1,7,14,-3.2,3,-3,9
CCN(CC)c1cc(NCCO)c([N+](=O)[O-])c2nonc12,-1.1,-0.5,-30,34,-15,-0.1,-9,3,-17
CC(=O)c1ccc(N2CCN(c3ccc(S(=O)(=O)NCCCN(C)C)cc3[N+](=O)[O-])CC2)cc1,5.8,2.1,-1,18,-17,-2.4,27,-2,-7
CC(C)OP(=O)(OC(C)C)C(Nc1ccc(C(=O)O)cc1)c1ccccc1 (centres undefined),1.9,0.8,4,4,-17,1.0,8,0,-10
COc1ccc(OC)c(NC(=O)Cn2cc(C=O)c3ccccc32)c1,1.3,-0.5,1,7,-10,0.7,-8,-14,-5
Cc1c(C(=O)OC(C)C)[nH]c2c1C(=O)CCC2,0.4,-0.2,-1,17,-11,-1.8,15,+,-9
CCO[C@@H]1OC(C(=O)NCc2ccccc2)=C[C@H](C)[C@H]1CCCO,1.0,0.1,0,-2,·,-0.1,-6,-8,-8
Cc1ccc(S(=O)(=O)N2CCN(C(=O)C3Cc4ccccc4CN3C(=O)c3ccco3)CC2)cc1 (centres undefined),-0.1,0.3,-12,15,-10,-7.4,27,-16,-11
Cc1cc2cc(CCNS(C)(=O)=O)c(=O)[nH]c2cc1C,-1.5,-0.8,4,19,-5,0.4,-8,-8,-14
CCC(=O)N(CCC1(c2ccccc2OC)CCOC(C(C)C)C1)Cc1ccco1 (centres undefined),-3.6,-0.6,0,-1,2,-0.9,11,-4,-6
Cc1cccc(/C=N/NC(=O)Cc2cccs2)c1,-0.5,0.4,-1,5,-10,1.0,-24,-5,-18
CCOc1ccc(N(C(=O)c2cnccn2)C(C(=O)NC2CCCCC2)c2ccc(O)cc2)cc1 (centres undefined),-0.2,0.2,2,5,2,0.5,11,8,3
